697 NFkB inh = inhibitors of the PMA/ionomycin-induced NF-kB reporter in 697 B cells. 697 B-cell NF-kB luciferase reporter, 16 h. inhibition, % at 4 µM. 0.33% of 330,000 active; in the data active = inhibition above about 35%
Mdm2 MdmX PPI = disrupts the human Mdm2-MdmX interaction | O15151+Q00987 | SaOS-2 split-luciferase Mdm2/MdmX complementation, luminescence | inhibition, % at 8 µM | 3% of 330,000 active;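 active = inhibition of at least 50% at 8 µM in the primary screen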
Target sequence (O15151 whole entry, looked up): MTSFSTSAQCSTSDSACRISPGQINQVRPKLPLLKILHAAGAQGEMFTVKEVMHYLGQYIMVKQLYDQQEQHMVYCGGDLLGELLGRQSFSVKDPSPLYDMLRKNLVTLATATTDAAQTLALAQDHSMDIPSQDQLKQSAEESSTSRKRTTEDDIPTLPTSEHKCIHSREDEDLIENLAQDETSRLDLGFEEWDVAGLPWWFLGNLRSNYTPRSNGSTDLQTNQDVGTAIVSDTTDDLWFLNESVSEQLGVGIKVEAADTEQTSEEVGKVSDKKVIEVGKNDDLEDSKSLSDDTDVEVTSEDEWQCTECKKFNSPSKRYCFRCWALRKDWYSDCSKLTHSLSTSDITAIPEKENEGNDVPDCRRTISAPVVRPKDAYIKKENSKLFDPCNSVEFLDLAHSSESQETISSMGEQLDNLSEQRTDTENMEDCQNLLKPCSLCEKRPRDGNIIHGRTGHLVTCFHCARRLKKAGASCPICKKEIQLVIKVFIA
Target sequence (Q00987 whole entry, looked up): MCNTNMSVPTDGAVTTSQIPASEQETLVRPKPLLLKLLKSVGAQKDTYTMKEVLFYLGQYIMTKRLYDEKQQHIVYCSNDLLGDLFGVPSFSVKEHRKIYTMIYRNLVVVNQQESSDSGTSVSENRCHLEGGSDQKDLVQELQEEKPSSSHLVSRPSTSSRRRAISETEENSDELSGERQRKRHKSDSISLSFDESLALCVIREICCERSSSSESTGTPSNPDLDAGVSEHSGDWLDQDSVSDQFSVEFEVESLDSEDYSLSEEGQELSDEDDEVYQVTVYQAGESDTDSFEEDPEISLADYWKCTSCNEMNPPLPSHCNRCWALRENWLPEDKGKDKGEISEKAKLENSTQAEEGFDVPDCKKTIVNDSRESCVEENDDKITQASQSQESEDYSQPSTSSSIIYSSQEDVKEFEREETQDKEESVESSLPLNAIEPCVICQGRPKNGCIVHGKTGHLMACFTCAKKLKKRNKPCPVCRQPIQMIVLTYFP
CHOP UPR activ = apoptotic UPR (CHOP) activation; CHO-CHOP luciferase reporter, luminescence; percent of tunicamycin response over DMSO baseline; activation, % at 10 µM; 0.34% of 330,000 active; AID 449763;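 active = at 10 µM dose, activation of 40% or more, normalized to positive control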;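 also: 100% = tunicamycin at 10 µg/mL and 0% = DMSO alone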
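System: CHO-CHOP luciferase reporter cell line | Buffer or medium: F12 medium containing 10% fetal bovine serum | Doses: One dose, 10 µM in 0.5% DMSO | Times: 6 h compound exposure at 37 °C after overnight seeding | Signal: Luciferase luminescence | Read-out: % activation vs tunicamycin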
Jurkat NFkB inh = lowers PMA/ionomycin-induced NF-kB signal in Jurkat cells | PMA/ionomycin-induced NF-kB luciferase reporter, luminescence | inhibition, % at 4 µM | 0.53% of 330,000 active; in the data active = inhibition above about 50%
UPR XBP1 act = activators of adaptive arm of unfolded protein response (XBP1); CHO-XBP1 luciferase reporter, IRE1-XBP1 UPR activation, luminescence; percent of tunicamycin response, DMSO as zero; activation, % at 20 µM; 0.33% of 330,000 active; AID 463104;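 active = versus positive control, 20 µM dose yields 30% or more activation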;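 also: 100% = tunicamycin at 10 µg/mL and 0% = DMSO only wells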
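Material: CHO cell line with stable XBP1 luciferase reporter; schedule: 16-18 h cell attachment at 37 °C, then 6 h compound exposure; signal: glow luminescence from Steady-Glo reagent; medium: serum-containing F12 medium, 10% FBS; benchmarks: tunicamycin 10 µg/mL and vehicle-only wells; read-out: percent activation relative to tunicamycin reference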
APJ ag = APJ receptor agonism; P35414; CHO-K1 APJ PathHunter beta-arrestin, luminescence; 0% DMSO wells, 100% apelin; activation, % at 20 µM; 0.11% of 330,000 active; AID 2520;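 active = activation more than six SD over the plate average, tested at 20 µM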;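 also: 0% = DMSO alone and 100% = apelin-13 at 10 nM; some results filed as inactive read as strong as hits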
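Test system: CHO-K1 APJ beta-arrestin complementation cell line. Amount: cell density 1000 per well. Controls: DMSO negative, 10 nM Apelin-13 positive. Signal: luminescent beta-gal fragment complementation, chemiluminescent substrate. Read-out basis: agonist-driven arrestin binding to APJ. Timing: compound stimulation 90 min at 25 °C, detection 60 min.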
APJ antag = APJ receptor antagonism. P35414. CHO-K1 APJ beta-arrestin complementation, luminescence. inhibition, % at 20 µM. 0.32% of 330,000 active. AID 2521;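 active = inhibition above about 40% at 20 µM, limit read from the data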;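 also: cells challenged with 10 nM apelin-13 agonist together with compound; plate controls were apelin-13 plus DMSO wells for no effect and DMSO wells lacking apelin-13 for full effect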
tim23-1 inh = growth inhibitors of tim23-1 mutant yeast | S. cerevisiae tim23-1 growth, BacTiter-Glo luminescence, 24 h | inhibition, % at 20 µM | 1.3% of 330,000 active;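 active = growth inhibition of the mutant yeast at or above 50%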;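 also: temperature-sensitive mutant grown at 25 °C; plate controls were DMSO-treated mutant yeast for no effect and medium wells lacking yeast for full effect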
An asterisk follows results filed as active.

1	COc1ccc(NC(=O)C2CCCN(S(=O)(=O)c3cccc4nonc34)C2)cc1OC (configuration not stated)
2	Cc1ccc(NS(=O)(=O)c2cc(NC(=O)c3ccc4c(c3)NC(=O)CS4)ccc2C)c(C)c1
3	CN(C(=O)CSc1nnnn1C)C1(C#N)CCCCC1
4	COc1ccc(C2CC(=O)c3cnc(NC(=O)c4ccccc4)nc3C2)cc1OC (configuration not stated)
5	CCOC(=O)c1oc2ccccc2c1N
6	COc1ccc(-c2cc(-c3ccc(C)cc3)n[nH]2)c(O)c1
7	CCOc1ccc(/C=C/C(=O)N(C)CC(=O)Nc2cccc(F)c2)cc1OCC
8	O=C(CSCc1c(Cl)cccc1Cl)Nc1nccs1
Compound,1,2,3,4,5,6,7,8
697 NFkB inh,1.2,-4.3,12.7,6.1,-14.0,-184.4,11.6,8.5
Mdm2 MdmX PPI,8.2,36.0,-19.6,7.2,-6.2,-116.3,17.2,-27.4
CHOP UPR activ,2.2,-1.9,0.1,-1.2,1.0,7.8,1.5,2.2
Jurkat NFkB inh,-5.7,4.4,3.8,2.8,-21.4,-83.6,2.7,-11.6
UPR XBP1 act,-1.5,2.1,2.2,1.0,-0.4,2.6,0.4,3.0
APJ ag,-2.1,-1.6,0.3,-3.0,-2.7,0.4,8.2,-2.8
APJ antag,-12.9,-3.3,0.5,8.3,1.7,8.6,-9.1,9.9
tim23-1 inh,3.0,4.9,19.1,4.5,4.8,54.1*,18.7,14.0

9	CC(=O)c1c(C)[nH]c(C(=O)/C(C#N)=C/c2cccc(C)c2)c1C
10	CC1(C)Cc2c(sc3nc(=S)[nH]c(N)c23)CO1
11	COc1cc(OC)cc(C(=O)Nn2cnnc2)c1
12	O=C(O)c1cccc2c(/C=N/Nc3ccccn3)c[nH]c12
13	CCCCn1c(SCC(=O)N2CCCC2)nc2c1c(=O)n(C)c(=O)n2C
14	COc1ccc(C2(CCN=Cc3ccc(N(C)C)cc3)CCOC(C)(C)C2)cc1 (configuration not stated)
15	Cc1ccccc1NC(=O)CCC(=O)N/N=C/c1c[nH]c2ccccc12
16	CCC(C)n1c(SCC(=O)NC2CCS(=O)(=O)C2)nc2ccccc2c1=O (configuration not stated)
Compound,9,10,11,12,13,14,15,16
697 NFkB inh,4.2,-14.8,0.9,-53.0,-12.0,-6.9,-3.9,-25.3
Mdm2 MdmX PPI,17.8,14.6,11.0,4.2,9.1,-32.1,-8.3,-8.5
CHOP UPR activ,0.6,3.0,-1.9,4.7,0.5,3.7,0.1,-1.2
Jurkat NFkB inh,4.8,-13.3,-27.0,-13.5,5.7,-5.2,5.4,5.7
UPR XBP1 act,-6.7,-4.4,-2.2,-1.8,4.4,-0.4,-0.8,-1.6
APJ ag,0.6,-3.1,1.3,-0.6,0.4,-1.2,0.3,-1.2
APJ antag,6.0,-3.2,4.1,-14.1,5.7,-7.0,-7.9,0.4
tim23-1 inh,25.6,2.9,2.0,-6.6,7.9,11.9,9.8,16.8

Compounds listed so far that contain an aryl thioether with sulfur outside any ring, in the order listed:
3	CN(C(=O)CSc1nnnn1C)C1(C#N)CCCCC1
13	CCCCn1c(SCC(=O)N2CCCC2)nc2c1c(=O)n(C)c(=O)n2C
16	CCC(C)n1c(SCC(=O)NC2CCS(=O)(=O)C2)nc2ccccc2c1=O (configuration not stated)
Compound,3,13,16
697 NFkB inh,12.7,-12.0,-25.3
Mdm2 MdmX PPI,-19.6,9.1,-8.5
CHOP UPR activ,0.1,0.5,-1.2
Jurkat NFkB inh,3.8,5.7,5.7
UPR XBP1 act,2.2,4.4,-1.6
APJ ag,0.3,0.4,-1.2
APJ antag,0.5,5.7,0.4
tim23-1 inh,19.1,7.9,16.8

The list goes on:
17	CCN1CCN(C(=O)CN(c2cccc(Br)c2)S(=O)(=O)c2ccccc2)CC1
18	NS(=O)(=O)c1ccc(NC(=O)c2cc(=O)c3ccccc3o2)cc1
19	N/C(=N\NS(=O)(=O)c1ccccc1C(F)(F)F)c1ccccn1
20	Cc1nn(CC(=O)NCCCN2CCN(C)CC2)c(=O)c2cc(-c3ccccc3)nn12
21	Cc1noc(NS(=O)(=O)c2ccc(NC(=O)COc3ccccc3)cc2)c1C
22	Cc1cccc(C)c1OCC(=O)Nc1cccc(NC(=O)c2ccco2)c1
23	O=C(c1ccc(N2CCCCC2)c([N+](=O)[O-])c1)N1CCOCC1
24	COc1ccc2c(c1)C1C=CCC1C(c1cc3c(cc1Br)OCO3)N2 (configuration not stated)
Compound,17,18,19,20,21,22,23,24
697 NFkB inh,12.6,-7.8,-2.8,-10.4,17.3,-1.0,2.6,19.9
Mdm2 MdmX PPI,16.0,-6.1,4.9,7.3,8.4,18.5,2.5,47.3
CHOP UPR activ,-2.7,3.4,-1.3,0.8,1.4,0.6,-1.8,0.5
Jurkat NFkB inh,-3.3,-11.3,-15.9,-0.2,17.2,-1.0,21.4,3.8
UPR XBP1 act,-0.8,-0.6,-0.2,0.1,-1.8,-0.9,-3.1,-0.7
APJ ag,-3.0,-2.4,0.3,-3.4,-2.7,-0.4,-3.4,0.8
APJ antag,0.8,7.4,-15.3,13.5,-14.5,-3.2,8.0,-7.3
tim23-1 inh,25.0,3.4,23.1,7.4,-0.3,56.2*,-3.8,28.1

25	CCOc1cc(NS(C)(=O)=O)c(OCC)cc1NC(=O)c1cccs1
26	O=C(Nc1ccccc1C(F)(F)F)c1ccc2nccnc2c1
27	CCCn1nnnc1SCC(=O)NC1CCCC1
28	C[C@@H](C(=O)NCc1ccccc1)[C@H]1C[C@]1(C)[C@H](NC(=O)OCc1ccccc1)c1ccccc1
29	COC(=O)c1cc(=O)nc2sc(-c3ccc(F)cc3)nn12
30	CC(=O)c1ccc(Nc2c3c(nc4ccccc24)CCCC3)cc1
31	COc1ccc(-c2noc(N3CCC(C(=O)NCc4ccc(F)cc4)CC3)n2)cc1
32	COc1ccc(-c2cn3cccnc3n2)cc1NC(=O)C(C)C
Compound,25,26,27,28,29,30,31,32
697 NFkB inh,19.7,0.1,11.7,-0.3,26.7,-17.6,-20.7,-1.2
Mdm2 MdmX PPI,12.3,9.6,1.0,6.2,-17.4,45.4,40.3,-4.6
CHOP UPR activ,1.2,1.3,-0.3,0.6,-0.7,-1.6,1.4,0.5
Jurkat NFkB inh,9.7,1.1,1.9,-5.0,0.1,40.1,0.7,-1.9
UPR XBP1 act,-0.6,-2.9,2.0,-2.3,1.7,-1.9,-0.7,-8.1
APJ ag,-0.2,-2.7,-1.8,2.8,-2.6,-2.1,-2.3,-1.9
APJ antag,-7.5,-0.5,4.5,-56.7,-10.8,0.2,5.6,5.2
tim23-1 inh,7.7,-16.2,-7.5,29.1,5.6,5.4,-11.1,-10.6

33	Cc1ccc(S(=O)(=O)N2CCC(C(=O)N[C@@H](Cc3ccccc3)C(=O)O)CC2)cc1
34	CC(OC(=O)CNC(=O)COc1ccccc1)C(=O)N(C)Cc1ccccc1 (configuration not stated)
35	CN(C)C=NC(=O)c1cc(C(=O)c2ccc(C(C)(C)C)cc2)c[nH]1
36	O=C(Cn1cc(C(F)(F)F)ccc1=O)Nc1ccc(N2CCOCC2)cc1
37	CC(=O)Nc1ccc(S(=O)(=O)NCCC(=O)N2CCN(C(c3ccccc3)c3ccccc3)CC2)cc1
38	O=C(Nc1ccc(C(=O)N2CCOCC2)cc1)Nc1ccc(Cl)cc1Cl
39	CN(Cc1ccccc1)C(=O)c1[nH]cnc1C(=O)Nc1ccon1
40	COC(=O)C1CN(C(=O)C(C)Oc2cc(C)ccc2C(C)C)c2ccccc2O1 (configuration not stated)
Compound,33,34,35,36,37,38,39,40
697 NFkB inh,4.9,-3.1,-157.9,13.5,-0.6,12.4,13.9,-12.3
Mdm2 MdmX PPI,24.9,8.4,-154.0,20.7,-1.3,33.6,22.8,-27.0
CHOP UPR activ,-0.3,-1.7,4.4,1.4,2.1,2.9,0.6,1.9
Jurkat NFkB inh,-7.4,-4.0,-113.3,5.1,9.4,10.3,7.3,3.7
UPR XBP1 act,-2.7,-1.8,-0.3,2.1,-0.7,2.0,0.4,7.3
APJ ag,-2.6,-3.5,-2.0,2.8,5.1,-4.0,-2.6,-4.9
APJ antag,9.5,-17.5,-12.5,-2.4,-4.4,6.4,1.9,36.4
tim23-1 inh,2.4,2.3,31.9,7.2,16.5,2.2,-4.9,35.5

41	COc1ccccc1NC(=O)C(=O)NNC(=O)c1ccco1
42	CC(C)(CNC(=O)Cc1ccc(NS(=O)(=O)c2cccc(C(F)(F)F)c2)cc1)N1CCOCC1
43	Cc1cc(C(=O)COC(=O)CNC(=O)c2ccc(Cl)c(Cl)c2)c(C)n1Cc1ccco1
44	Cc1cccc(N2C(=O)CC(NNc3nc4ccccc4s3)C2=O)c1 (configuration not stated)
45	CCCCCCSC1=C(C#N)C(c2ccc(O)cc2)CC(=O)N1 (configuration not stated)
46	Fc1ccccc1CNCCC(Cc1ccccc1)c1ccc2c(c1)OCO2 (configuration not stated)
47	COc1ccccc1CN(CC(=O)NCc1ccc2c(c1)OCO2)C(=O)c1ccc2c(c1)OCCO2
48	C/C(=N\NC(=O)c1ccc(O)cc1)c1cccc(NC(=O)c2ccc(Cl)cc2)c1
49	Cc1ccc(CN2CCN(Cc3cccc(C)n3)CC2CCO)cc1 (configuration not stated)
50	O=C(C1CC1)N(Cc1nc2ccccc2c(=O)[nH]1)Cc1cccs1
51	S=C(Nc1ccc(Cl)c(Cl)c1)NN1CCOCC1
Compound,41,42,43,44,45,46,47,48,49,50,51
697 NFkB inh,1.6,-6.3,-3.2,-6.7,-0.8,-17.4,8.6,-48.8,-0.1,16.5,3.2
Mdm2 MdmX PPI,-3.8,3.0,4.7,-0.7,32.7,25.0,8.7,58.3*,4.8,4.2,-0.9
CHOP UPR activ,0.1,-0.8,0.8,-1.2,1.0,1.3,0.6,5.1,-1.9,0.0,0.7
Jurkat NFkB inh,-7.1,-21.8,-1.2,1.7,-23.7,-24.7,-5.1,-41.2,-1.8,6.5,8.9
UPR XBP1 act,-1.3,-1.9,2.3,0.8,-2.7,-0.2,-1.0,1.2,2.4,0.0,0.2
APJ ag,-4.2,-3.1,-3.7,-1.7,-2.8,0.5,-3.6,-4.2,-2.8,-2.0,-1.8
APJ antag,0.4,10.6,-11.3,6.7,1.2,-18.2,7.7,-9.7,-2.0,7.2,9.5
tim23-1 inh,10.5,-11.8,-28.0,-0.3,43.1,13.4,16.0,-21.2,8.5,15.3,-10.9

Not a hit list. Share with any hit: about 5%.
